# SMN2 splice up = qHTS Assay for Enhancers of SMN2 Splice Variant Expression | HEK293 SMN2-luciferase splicing reporter, luminescence, 30-36 h | Potency, µM (doses to about 46.1 µM), without a hit: at the top dose activity change, positive = activation, actives largely listed as activators | 2.8% of 210,000 active; note: % of control where 0% means no effect; nearly all actives have a fitted effect of over 55% in size
#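 HEK293 cells carry an SMN2 minigene-luciferase reporter in which exon 7 inclusion puts luciferase in frame. Cells were seeded at 2000 cells/well, attached for 10-12 hours, then exposed to compounds for 30-36 hours at 37C before ONE-Glo luminescence.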
# IMPase Li inh = qHTS Assay for Identifying the Cell-Membrane Permeable IMPase Inhibitors: Potentiation with Lithium; CHO-M1 cells, IP1 TR-FRET (IP-One), carbachol + lithium; Potency, µM (highest dose often 59.4 µM), for the others: at the highest dose activity, negative = IMPase inhibition, most hits filed as inhibitors; 0.35% of 210,000 active;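 note: IP1 builds up when IMPase is blocked and the TR-FRET signal falls; plate controls were basal vehicle for no effect and high inhibitor control for full effect; nearly all actives have a fitted effect of over 50% in size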
#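 CHO cells stably expressing M1 receptor (2000/well) were cultured 16–30 h, then exposed to compounds with a small lithium addition for 30 min at 37C. IP1 was measured by TR-FRET competition; AC50 from Hill fits.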
# KinaseGlo FLuc = Counterscreen for Luciferase (Kinase-Glo TM) Inhibition | Potency, µM (highest dose often 38.3 µM), inactives show at the highest dose activity change, negative = inhibition, hits mostly inhibitors | Luciferin 4-monooxygenase (Photuris pensylvanica), Q27757 | Kinase-Glo luciferase, ATP luminescence, 8 min | 0.28% of 200,000 active; note: % is set by controls: 0 for no effect and ±100 for the full control effect; nearly all actives have a fitted effect of over 60% in size
#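 Recombinant Kinase-Glo luciferase, 10 uM ATP (linear range), luciferin; imidazole pH 7.2 / KCl / MgCl2 / Tween / BSA buffer; 8 min RT; luminescence.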
# Epigenetic reg = Quantitative High-Throughput Screen for Regulators of Epigenetic Control. Potency, µM (doses to about 53.9 µM), for inactives: at the highest dose GFP activation, actives largely listed as activators. murine LDR cells, GFP reporter derepression, 30 h. 0.2% of 280,000 active; note: % of control where 0% means no effect; nearly all actives have a fitted effect of over 60% in size
#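 Reporter derepression read as number of fluorescent GFP-positive objects, 20-120 um in size, counted by laser-scanning cytometer. Mouse LDR line with an epigenetically silenced CMV-GFP locus; compound incubation 30 h, 37 C.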
# RGS12 GoLoco inh = qHTS Assay for Inhibitors of RGS12 GoLoco Motif Activity (Red Fluorophore); 0.44% of 230,000 active; Gai1:RGS12 GoLoco peptide FP, rhodamine, 10 min; Potency, µM (titrated, usually from 61.6 µM), for the others: at the highest dose activity, negative = inhibition, usual class: inhibitors; Guanine nucleotide-binding protein G(i) subunit alpha-1 (Homo sapiens), P63096; active = well fitted inhibition curve with a large enough effect, not every such curve was filed as active; inactive = no such curve, though single readings can be large or run the other way; note: % is set by controls: 0 for no effect and ±100 for the full control effect; nearly all actives have a fitted effect of over 30% in size; many of its hits are not listed in these tables
# Target sequence (P63096 whole entry, looked up): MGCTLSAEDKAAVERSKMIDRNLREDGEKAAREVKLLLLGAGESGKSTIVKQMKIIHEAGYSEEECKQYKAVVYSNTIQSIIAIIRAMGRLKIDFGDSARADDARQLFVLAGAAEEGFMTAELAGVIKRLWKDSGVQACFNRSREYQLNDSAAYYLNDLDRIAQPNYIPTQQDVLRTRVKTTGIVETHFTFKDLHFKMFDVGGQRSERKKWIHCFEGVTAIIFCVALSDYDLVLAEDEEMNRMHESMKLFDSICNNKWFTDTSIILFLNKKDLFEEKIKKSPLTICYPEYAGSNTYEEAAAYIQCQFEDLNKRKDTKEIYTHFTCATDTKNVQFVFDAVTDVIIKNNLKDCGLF
# RECQ1 inh = qHTS Assay for Inhibitors of RecQ-Like Dna Helicase 1 (RECQ1); ATP-dependent DNA helicase Q1 (Homo sapiens), P46063; 0.54% of 240,000 active; AID 2549, 2010; RECQ1 DNA unwinding, red fluorescence kinetic read; Potency, µM (highest dose often 57.3 µM), without a hit: top-dose activity, negative = inhibition, hits mostly inhibitors;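 note: plate controls were vehicle for no effect and no enzyme for full effect; nearly all actives have a fitted effect of over 30% in size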
# Target sequence (P46063 whole entry, looked up): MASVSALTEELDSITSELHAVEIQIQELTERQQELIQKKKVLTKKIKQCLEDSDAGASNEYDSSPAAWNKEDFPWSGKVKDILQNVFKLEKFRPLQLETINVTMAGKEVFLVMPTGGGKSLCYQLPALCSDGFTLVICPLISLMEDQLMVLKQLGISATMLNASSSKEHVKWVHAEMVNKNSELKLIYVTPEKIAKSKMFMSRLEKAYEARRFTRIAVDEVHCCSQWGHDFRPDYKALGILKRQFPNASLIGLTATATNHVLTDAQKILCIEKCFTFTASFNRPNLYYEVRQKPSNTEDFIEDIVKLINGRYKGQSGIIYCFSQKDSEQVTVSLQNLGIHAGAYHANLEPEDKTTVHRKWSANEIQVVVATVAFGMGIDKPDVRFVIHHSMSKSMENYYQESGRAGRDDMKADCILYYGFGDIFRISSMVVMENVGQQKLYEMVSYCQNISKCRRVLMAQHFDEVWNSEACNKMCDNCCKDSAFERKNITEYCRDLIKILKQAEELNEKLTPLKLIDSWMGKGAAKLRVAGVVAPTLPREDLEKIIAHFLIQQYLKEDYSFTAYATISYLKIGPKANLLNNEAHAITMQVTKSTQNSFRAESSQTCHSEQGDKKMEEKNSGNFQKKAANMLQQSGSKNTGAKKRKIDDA
#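 RECQ1T1 50 nM; forked duplex (20 bp + 30-nt ss tails) 200 nM, ATP 2 mM final; pH 8.0, 2 mM MgCl2, 2.5 ug/ml poly(dI-dC); 15 min compound preincubation; discontinuous kinetic read over 2 h at RT.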
# NPSR antagonist = qHTS Assay for Antagonists of the Neuropeptide S Receptor: cAMP Signal Transduction; Q6W5P4; CHO-NPSR cells, cAMP TR-FRET, antagonist mode; Potency, µM (doses to about 38.3 µM), for the others: at the top dose activity change, negative = inhibition, most hits filed as inhibitors; 1% of 220,000 active; AID 1461, 2008; note: % is set by controls: 0 for no effect and ±100 for the full control effect; nearly all actives have a fitted effect of over 50% in size; many of its hits are not listed in these tables
# KDM4E inh = qHTS Assay for Inhibitors of Human Jumonji Domain Containing 2E (JMJD2E). Lysine-specific demethylase 4E (Homo sapiens), B2RXH2. JMJD2E catalytic domain, FDH-coupled NADH fluorescence (FDH is formaldehyde dehydrogenase). Potency, µM (doses to about 57.1 µM), without a hit: at the highest dose activity change, negative = inhibition, hits mostly inhibitors. 1.6% of 230,000 active. AID 2147, 2009; active = well fitted inhibition curve with a large enough effect, not every such curve was filed as active; inconclusive = small, poorly fitted or top-dose-only effect, or another doubt; inactive = no such curve, though single readings can be large or run the other way;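 note: 0% = wells with enzyme and -100% = buffer wells without enzyme; nearly all actives have a fitted effect of over 50% in size; many of its hits are not listed in these tables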
# Active calls of the source: *; i = inactive; ? = inconclusive; · = no result given; [ ] = another dose, or the depositor's remark. Unless noted, calls come from the whole dose curve; as a rule, active = well fitted curve in the direction sought with a large enough effect; inconclusive = small, poorly fitted or top-dose-only effect, or another doubt; inactive = no such curve, though single readings can be large; an effect the other way counts as inactive or inconclusive. Potency is the fitted concentration of half-maximal effect.
SMILES,SMN2 splice up,IMPase Li inh,KinaseGlo FLuc,Epigenetic reg,RGS12 GoLoco inh,RECQ1 inh,NPSR antagonist,KDM4E inh
Cc1cc(NC(=O)CSc2ccc3nnc(CCNS(=O)(=O)c4ccccc4)n3n2)no1,-15%,2%,-1%,0.0%,-1%,-3%,12%,?
COc1cccc(CC2(CO)CCN(Cc3ccc4cccc(F)c4n3)CC2)c1,·,·,·,-4.9%,20%,-1%,15%,-3%
COC(=O)c1ccc(Oc2nc(SC)nc(N(C)C)n2)cc1,·,·,·,-0.3%,-4%,-1%,-12%,-1%
N#CCCN1CCN(S(=O)(=O)c2ccc(S(=O)(=O)N3CCCCCC3)cc2)CC1,-3%,22%[38.3 µM],-1%,-0.8%,9%,-1%,-6%[46.1 µM],7%
COC(=O)C1=CNC=C(C(=O)OC)C1c1ccc(C(=O)OC)cc1,15%,24%[38.3 µM],-2%,1.0%,3%,i,-7%[46.1 µM],?
COc1cc([N+](=O)[O-])cc2sc(NC(C)=O)nc12,·,·,·,1.1%,-18%,i,5%,-4%
CCCCNC(=O)CSc1nc2ccsc2c(=O)n1CCCC(=O)NCCc1ccc(S(N)(=O)=O)cc1,-14%,-4%,2%,1.7%,-5%,i,-21%,14%
Cc1ccc(C(=O)COC(=O)CNC(=O)c2ccc(Br)o2)cc1[N+](=O)[O-],·,·,·,1.2%,6%,-4%,53%,-10%
Cc1cc(C=C2C(=O)CCCC2=O)c(C)n1-c1ccccc1,4%,0%,0%,0.0%,28%,?,7%,-25%
Cc1ccccc1NC(=O)C1C2C=CC(C3CC23)C1C(=O)O (stereo not given),-7%,10%,3%,-0.4%,2%,i,50%,2%
COc1ccc(Nc2ccc(S(=O)(=O)N3CCCCC3)cc2[N+](=O)[O-])cc1Cl,-41%[inhibitor],3%,1%,1.3%,-19%,2%,-18%[46.1 µM],-7%
O=C(Nc1ccc(S(=O)(=O)Nc2ncccn2)cc1)c1ccc(Br)s1,?,7%[38.3 µM],-5%,0.6%,-3%,-1%,-13%[46.1 µM],-2%
Cc1nn(-c2ccccc2)c(NC(=O)C(C)C)c(-c2ccccc2)c1=O,·,·,·,0.0%,4%,-8%,20%,11%
COc1cc(-c2noc(CCCC(=O)Nc3cccnc3)n2)cc(OC)c1OC,·,·,·,-1.4%,-3%,-7%,-12%[7.67 µM],8%
O=c1cc(C(F)(F)F)[nH]c2ccc(C(F)(F)F)cc12,·,·,·,1.1%,1%,i,0%[7.67 µM],?

# The list goes on, overlapping the part above by 4 compounds.
SMILES,SMN2 splice up,IMPase Li inh,KinaseGlo FLuc,Epigenetic reg,RGS12 GoLoco inh,RECQ1 inh,NPSR antagonist,KDM4E inh
O=C(Nc1ccc(S(=O)(=O)Nc2ncccn2)cc1)c1ccc(Br)s1,?,7%[38.3 µM],-5%,0.6%,-3%,-1%,-13%[46.1 µM],-2%
Cc1nn(-c2ccccc2)c(NC(=O)C(C)C)c(-c2ccccc2)c1=O,·,·,·,0.0%,4%,-8%,20%,11%
COc1cc(-c2noc(CCCC(=O)Nc3cccnc3)n2)cc(OC)c1OC,·,·,·,-1.4%,-3%,-7%,-12%[7.67 µM],8%
O=c1cc(C(F)(F)F)[nH]c2ccc(C(F)(F)F)cc12,·,·,·,1.1%,1%,i,0%[7.67 µM],?
CCOC(=O)COc1cccc2c(=O)n(CC(=O)N3CCC(C)CC3)ccc12,·,-2%,·,-0.2%,0%,-10%,-2%,?
CC(NC(=O)C1CCCN(S(=O)(=O)c2cccs2)C1)c1ccccc1 (stereo not given),8%,46%[38.3 µM],0%,0.6%,-6%,1%,12%[46.1 µM],-8%
CCN(CC)CCN1C(=O)C(=O)/C(=C(/O)c2ccc(F)cc2)C1c1ccncc1 (stereo not given),-2%,2%,0%,0.0%,4%,-7%,-4%[46.1 µM],9%
O=C1CSC(=S)N1/N=C/c1ccc(O)c([N+](=O)[O-])c1,-11%,12%,-17%,0.9%,192%[activator],25µM*,-34%,-16%
O=c1oc2ccccc2c(N2CCCCC2)c1CN1CCCC1,-7%,1%,2%,-3.6%,9%,-4%,6%[46.1 µM],3%
CCn1cc(-c2nnnn2-c2ccc(Cl)cc2)c(=O)c2ccccc21,-3%,-14%[38.3 µM],-3%,-0.9%,-8%,i,-13%[46.1 µM],-18%
Cc1ccc(N2CC(C(=O)OCc3ccccc3)CC2=O)cc1 (stereo not given),-5%,0%[38.3 µM],-3%,-2.2%,3%,-7%,-7%[46.1 µM],3%
CCc1nc(C)cn1S(=O)(=O)c1cc(Br)c(C)cc1OC,-10%,20%[38.3 µM],1%,0.0%,-2%,-15%,-2%[46.1 µM],4%
Cc1ccc(NC(=O)/C(=C/c2ccncc2)NC(=O)c2ccccc2)cc1,·,-5%,0%,-3.2%,27%,-2%,-39%,4%
CC(C)C(=O)NNC(=O)c1c(O)c2ccccc2[nH]c1=O,·,·,·,-0.4%,0%,-1%,5%,-7%
COc1ccc(C)c2sc(=NC(=O)c3ccc(C(C)=O)cc3)n(C)c12,·,·,·,-0.4%,2%,6%,58%,8%
COc1ccc(NC(=O)CC2C(=O)OCC3CCCCN32)cc1Cl (stereo not given),·,·,·,0.0%,·,-6%,5%[46.1 µM],1%
CCOC(=O)COc1nc(C)cc(C(F)(F)F)c1C#N,·,·,·,1.1%,8%,-5%,-12%,?
O=C(c1cccc(C(F)(F)F)c1)N1CCN(c2cc(=O)[nH]nc2-c2ccccc2)CC1,-8%,-2%[38.3 µM],-4%,0.0%,8%,-3%,-12%[46.1 µM],-1%
COCCN(C(=O)Nc1ccccc1)C(C)c1cccnc1 (stereo not given),-6%,0%[38.3 µM],-6%,1.0%,4%,-5%,3%[46.1 µM],-2%
OCC1OC(n2cnc3c(NC4CCCCC4)ncnc32)C(O)C1O (stereo not given),·,-1%,·,-0.7%,-8%,-5%,-12%,4%
O=C(CSc1nc2ccccc2n1CC(=O)NCc1ccccc1)NCc1ccco1,-11%,4%[38.3 µM],0%,-1.9%,-1%,0%,4%[46.1 µM],4%
O=C(c1cnccn1)N1CCC2(CCCN(c3ccc(-c4ccccc4)cc3)C2)CC1,4µM*,18%,-4%,·,226%[activator],-18%,·,·
O=C(Nc1ccc(OC(F)(F)F)cc1)c1ccc2nccnc2c1,-31%[inhibitor],12%,-5%,0.0%,21%,4%,-1%,1%
CC(=O)Nc1ccc2oc(-c3ccccc3)nc2c1,10µM*,-8%,-5%,4.0%,7%,i,-7%,?
N#Cc1ccc(OCC(=O)Nc2ccccc2NS(=O)(=O)c2cccs2)cc1,20%,3%,-1%,-1.3%,4%,-4%,-12%,13%
Oc1c(N=NC(=S)Nc2ccccc2F)c2ccccc2n1Cc1ccc(F)cc1,-28%,-4%,2%,-6.9%,-15%,-15%,-17%,4%
Cc1cc(C)cc(NC(=S)N2CCC(c3nc4ccccc4s3)CC2)c1,2%,2%[38.3 µM],0%,-1.9%,9%,-5%,-18%[46.1 µM],-1%
COc1ccc([N+](=O)[O-])c(S(=O)(=O)c2ccc(Cl)cc2)n1,·,·,·,?,-11%,-14%,?,3%
O=C1SC(SCc2ccccc2Cl)=N/C1=C\c1ccc(C(=O)O)cc1,0%,-5%,-1%,-1.5%,8%,15%,-19%,-14%
CC(C)(C)n1cnnc1Sc1ccc([N+](=O)[O-])cn1,·,·,·,2.8%,3%,8%,-32%,7%
COc1ccccc1-n1c(SCc2cc(=O)oc3cc(O)ccc23)nc2ccccc2c1=O,23%,8%,0%,-0.9%,14%,?,-42%,?
CC1CC(C)(C)NC(=S)N1CCCC(=O)Nc1ccc(F)cc1 (stereo not given),-8%,4%,4%,-0.1%,-1%,-2%,-3%,-1%
O=c1[nH]c(=O)n(-c2ccccc2)c2c1C(C(F)(F)F)(C(F)(F)F)N=C(C1CCCCC1)N2,11%,-17%,2%,-1.9%,-3%,i,-11%,?
COc1ccc(NCC(O)Cn2c(C)c(C)c3ccccc32)cc1 (stereo not given),·,5%,-1%,5.4%,8%,-23%,21%,-2%
FC(F)(F)c1ccc(CN2C[C@@H]3C(c4ccc(C(F)(F)F)cc4)C4(c5ccccc5)CC3(C4)[C@H]2c2ccccc2)cc1 (stereo not given in full),-29%,-5%,-4%,0.1%,7%,-1%,·,-18%
CCOc1ccc(NC(=O)CSc2nccn2C)cc1,?,2%,-2%,0.1%,4%,-2%,6%[46.1 µM],1%
COC(=O)C1=C(C(=O)OC)[C@@H]2N(C)c3ccc(OC)cc3[C@@]23C[C@@H](C(=O)OC)N(C(=O)c2ccc(Br)cc2)C3=N1,-25%[9.22 µM],2%,-1%[7.66 µM],-1.3%,-1%[14.2 µM],-8%[11.5 µM],-14%,7%[11.4 µM]
CC(=O)C1=C(O)C(=O)N(Cc2ccco2)C1c1ccccc1F (stereo not given),-2%,?,1%,4.1%,3%,17%,8%,-26%
Brc1ccccc1-c1nnc(CSc2nnc3sc4ccccc4n23)o1,0%,-5%[38.3 µM],-3%,0.7%,-1%,-20%,-5%[46.1 µM],2%
COc1ccc(/C=C2\SC(c3ccc(C)cc3)=NC2=O)cc1OC,3%,6%,3%,-2.2%,103%[activator],i,-15%[46.1 µM],-18%
CN(CCCCCC(=O)/C=N/O)Cc1ccccc1,20%,4%,2%,2.3%,5%,-3%,8%,4%
Cc1nn(C)c(C(=O)NNC(=S)NCc2ccco2)c1Cl,-5%,19%,10%,-1.0%,30%,1%,9%,4%
CC1(C)Cc2ccccc2C(=O)N1,6%,-13%[38.3 µM],-1%,-0.4%,7%,-14%,4%[46.1 µM],-8%
C[N+]1([C@H](CO)Cc2c[nH]c3ccccc23)Cc2ccccc2C1,-2%[9.22 µM],5%,-1%[7.66 µM],·,5%[14.2 µM],·,·,·

# Compound activity: PubChem, National Center for Advancing Translational Sciences (NCATS)

# Some of the compounds tested; rates above refer to the full screens.
